# MT1-MMP act inh: inhibitors of human MT1-MMP activation. P50281. HT1080 RFP-PRO-GFP cells, GFP/RFP ratio fluorescence, overnight; percent of plate control window, DMSO zero. GFP/RFP ratio change, % at 20 µM. 0.061% of 360,000 active. AID 651647;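 active means GFP/RFP ratio change of at least 30% with cell ATP level not reduced by more than half and red fluorescence within 50% of control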; further: strong numbers were not always called active
#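 Material: RFP-PRO-GFP reporter HT1080 cells. Dosing: single-point 20 µM compound, 1% DMSO. Controls: DMSO and RFP-L50D-GFP cell wells. Timing: cells overnight before dosing, compound overnight, 37 °C, 5% CO2. Measure: GFP/RFP fluorescence ratio.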
# SKN-1 inh: blocks SKN-1 activity in C. elegans; C. elegans VP596 Pgst-4::GFP/RFP ratio, acrylamide-induced, 24 h; inhibition, % at 21.8 µM; 0.49% of 360,000 active; AID 624304;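 active means interference check ratio from 0.5 to 1.5 plus GFP to RFP signal ratio inhibition reaching or exceeding a fixed threshold, cut at about 30% in these data, passing the limit was not always enough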; further: some compounds called inactive have numbers as strong as hits
# Rin1 Abl inh: blocks binding of human Rin1 to Abl. P00519+Q13671. TR-FRET Rin1/Abl binding, biochemical. inhibition, % at 7.35 µM. 0.4% of 360,000 active; in the data active means inhibition above about 5%, passing the limit was not always enough
# FAS TE block: FAS thioesterase (human) inhibition. recombinant FAS-TE, OMFH fluorogenic substrate, fluorescence endpoint. 0.67% of 360,000 active. AID 602261. inhibition, % at 15 µM;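 active means compounds whose normalised, plate-corrected inhibition of enzyme fluorescence in the single-dose primary screen is 50% or more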;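 further: 0% = DMSO with enzyme and 100% = substrate without enzyme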
# Target sequence (P49327 whole entry, looked up): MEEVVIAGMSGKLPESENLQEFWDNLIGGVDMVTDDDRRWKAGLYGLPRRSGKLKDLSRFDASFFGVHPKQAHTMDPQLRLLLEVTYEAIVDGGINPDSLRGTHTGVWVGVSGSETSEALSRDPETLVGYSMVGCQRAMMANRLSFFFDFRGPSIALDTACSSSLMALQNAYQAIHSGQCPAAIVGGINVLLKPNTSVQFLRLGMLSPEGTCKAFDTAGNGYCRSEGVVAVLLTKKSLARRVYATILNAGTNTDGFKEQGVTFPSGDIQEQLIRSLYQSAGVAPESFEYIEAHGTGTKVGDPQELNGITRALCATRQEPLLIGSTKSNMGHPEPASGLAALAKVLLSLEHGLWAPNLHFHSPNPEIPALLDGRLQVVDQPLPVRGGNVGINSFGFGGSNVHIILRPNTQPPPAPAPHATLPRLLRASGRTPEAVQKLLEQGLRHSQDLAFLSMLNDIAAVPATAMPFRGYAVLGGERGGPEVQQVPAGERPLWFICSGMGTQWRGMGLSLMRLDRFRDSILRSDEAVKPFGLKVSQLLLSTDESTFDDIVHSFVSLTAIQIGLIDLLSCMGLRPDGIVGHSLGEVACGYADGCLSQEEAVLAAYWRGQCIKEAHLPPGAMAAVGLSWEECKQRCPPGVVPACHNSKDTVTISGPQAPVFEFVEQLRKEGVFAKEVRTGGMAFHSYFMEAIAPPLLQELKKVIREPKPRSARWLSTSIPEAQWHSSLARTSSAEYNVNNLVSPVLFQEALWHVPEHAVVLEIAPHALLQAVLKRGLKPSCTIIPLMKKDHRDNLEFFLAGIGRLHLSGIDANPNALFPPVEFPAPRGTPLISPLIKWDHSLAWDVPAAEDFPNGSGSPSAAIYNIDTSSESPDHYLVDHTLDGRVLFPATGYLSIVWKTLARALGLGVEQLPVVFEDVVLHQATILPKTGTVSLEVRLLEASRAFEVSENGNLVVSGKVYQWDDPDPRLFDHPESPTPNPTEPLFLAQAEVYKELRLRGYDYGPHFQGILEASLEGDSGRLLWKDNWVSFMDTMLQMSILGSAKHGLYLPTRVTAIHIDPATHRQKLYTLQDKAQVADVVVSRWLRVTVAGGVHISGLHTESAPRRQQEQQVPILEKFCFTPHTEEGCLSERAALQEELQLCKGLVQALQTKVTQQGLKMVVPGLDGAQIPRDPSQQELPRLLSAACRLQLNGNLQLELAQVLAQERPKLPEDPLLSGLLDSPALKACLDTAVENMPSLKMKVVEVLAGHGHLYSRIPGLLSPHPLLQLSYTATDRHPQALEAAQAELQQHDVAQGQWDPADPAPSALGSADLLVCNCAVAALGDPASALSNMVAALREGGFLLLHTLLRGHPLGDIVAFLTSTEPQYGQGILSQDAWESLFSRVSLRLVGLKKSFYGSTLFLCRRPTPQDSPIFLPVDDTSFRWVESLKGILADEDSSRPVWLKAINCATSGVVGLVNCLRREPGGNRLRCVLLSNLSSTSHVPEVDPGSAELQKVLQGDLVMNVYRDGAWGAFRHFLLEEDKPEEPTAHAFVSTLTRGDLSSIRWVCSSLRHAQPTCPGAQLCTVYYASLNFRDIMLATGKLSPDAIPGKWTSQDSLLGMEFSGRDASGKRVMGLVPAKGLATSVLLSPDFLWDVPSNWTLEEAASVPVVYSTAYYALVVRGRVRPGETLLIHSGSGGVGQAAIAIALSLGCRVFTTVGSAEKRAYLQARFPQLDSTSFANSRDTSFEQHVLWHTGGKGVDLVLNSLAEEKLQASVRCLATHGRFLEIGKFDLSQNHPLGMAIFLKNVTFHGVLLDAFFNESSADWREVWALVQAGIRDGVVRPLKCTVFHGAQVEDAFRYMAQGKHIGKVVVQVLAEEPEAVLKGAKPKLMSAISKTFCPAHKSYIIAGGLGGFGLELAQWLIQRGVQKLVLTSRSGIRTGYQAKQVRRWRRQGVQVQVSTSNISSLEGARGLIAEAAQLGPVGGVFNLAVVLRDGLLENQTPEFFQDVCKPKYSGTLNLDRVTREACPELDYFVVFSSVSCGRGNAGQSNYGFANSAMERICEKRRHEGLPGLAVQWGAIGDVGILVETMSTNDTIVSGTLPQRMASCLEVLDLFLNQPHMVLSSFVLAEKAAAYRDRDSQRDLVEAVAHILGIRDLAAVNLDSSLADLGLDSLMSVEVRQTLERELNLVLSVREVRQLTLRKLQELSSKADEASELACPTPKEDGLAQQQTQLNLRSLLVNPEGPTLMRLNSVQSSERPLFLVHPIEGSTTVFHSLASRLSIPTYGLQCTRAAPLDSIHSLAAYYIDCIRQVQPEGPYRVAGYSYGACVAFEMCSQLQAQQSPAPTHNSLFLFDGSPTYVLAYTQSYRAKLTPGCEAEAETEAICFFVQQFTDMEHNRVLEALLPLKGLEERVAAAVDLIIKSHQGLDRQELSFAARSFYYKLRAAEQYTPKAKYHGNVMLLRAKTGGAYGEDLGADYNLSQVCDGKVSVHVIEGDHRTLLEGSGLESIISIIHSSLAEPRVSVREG
# CendR NRP1 mod: NRP-1/CendR interaction modulation; inhibition, % at 25 µM; 0.85% of 360,000 active; AID 602438; FAM-RPARPAR peptide binding to NRP-1, fluorescence polarization;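 active means inhibition or corrected inhibition above about 18%, plus a signal ratio from 0.5 to 1.5, limit read from the data, passing the limit was not always enough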; further: strong numbers were not always called active
# Neddyl block: cullin neddylation inhibition. P61081+Q13564. TR-FRET cullin neddylation, biochemical. 0.58% of 360,000 active. calls only at 25 µM; in the data active means inhibition above about 36%
# E coli Lon inh: inhibitors of E. coli Lon protease. inhibition, % at 7.94 µM. P0A9M0. purified E. coli Lon protease, fluorescence polarization. 0.42% of 360,000 active; in the data active means inhibition above about 13%, passing the limit was not always enough;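 further: 0% = enzyme with probe and DMSO and 100% = no enzyme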
# bovine MsrA act: bovine methionine sulfoxide reductase A activation | purified bovine MsrA, absorbance read-out | activation, % at 10.6 µM | 0.3% of 360,000 active; in the data active means activation above about 7.5%;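 further: 0% = vehicle and 100% = reference activator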
# PABP1 MLLE inh: blocks PAM2 peptide binding to the PABP1 MLLE domain; P11940; GST-MLLE / FITC-PAM2 fluorescence polarization; inhibition, % at 20 µM; 0.36% of 360,000 active; in the data active means inhibition above about 35%, passing the limit was not always enough;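 further: plate controls were DMSO wells with GST-MLLE for no effect and wells lacking GST-MLLE protein for full effect; some results filed as inactive read as strong as hits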
# Active calls of the source: *; i = inactive; nt = no result given; + = active, no number.
SMILES,MT1-MMP act inh,SKN-1 inh,Rin1 Abl inh,FAS TE block,CendR NRP1 mod,Neddyl block,E coli Lon inh,bovine MsrA act,PABP1 MLLE inh
CCOC(=O)c1cnc2ccc(Br)cc2c1NCC(C)O (configuration not stated),-1,10,-4,-2,13,i,-5,7,-3
CC1CC(=Cc2ccc(N)cc2)C(=O)O1 (configuration not stated),7,2,-3,-9,14,i,3,-6,4
N#CCC(=O)Nc1ccc(C(=O)OC(C(=O)Nc2cc(C(F)(F)F)ccc2Cl)c2ccccc2)cc1 (configuration not stated),-2,-3,-4,35,-10,i,1,-7,-4
COc1ccc(NC(=O)CSc2nnc(-c3cccs3)n2C)cc1OC,3,-14,-2,-8,-2,i,-5,-10,5
CCCCSc1nnc(CSc2ncccn2)n1C,3,-9,-5,-1,11,i,2,-1,3
O=C(/C=C/c1ccc2c(c1)OCO2)Nc1c(C(=O)O)[nH]c2ccccc12,5,10,-4,-8,-3,i,-1,-2,-17
CCOC(=O)N(NC(=O)C(O)(c1ccccc1)c1ccccc1)c1ccccc1,5,8,-4,-6,7,i,0,3,15
Cc1cccc(NC(=O)CNC(=O)COc2ccc(-c3ccc(C#N)cc3)cc2)c1C,-3,1,1,-5,-6,i,7,-12,2
CCOC(=O)c1nnn(-c2nonc2-n2cccc2)c1CN1CCCCC1,nt,14,-1,18,-10,i,7,-10,1
CCCC(NC(=O)Cc1c(C)c2c(cc(C)c3c(C)coc32)oc1=O)C(=O)O (configuration not stated),3,4,1,-9,-10,nt,-4,-2,-11
Cc1ccc(C(C)C)c(OCc2ccc(C(=O)N/N=C/c3ccc(C(=O)O)cc3)cc2)c1,-1,-7,0,14,-6,i,10,-3,1
COC(=O)CC(=O)CSc1nc2c(cc1C#N)CCC2,-6,-8,0,-4,10,nt,-14,-5,27
CN(C(=O)c1cccc(C#CC(C)(C)O)c1)C1CCCN(Cc2ccccc2F)C1 (configuration not stated),6,-3,-2,-3,1,i,4,-2,-2
O=C(NC1CCCC1)c1cccc(S(=O)(=O)N2CCCC2)c1,7,-3,-5,-4,0,i,-2,-2,5
O=C(CC1C(=O)NCCN1Cc1ccccc1C(F)(F)F)NC1CCCC1 (configuration not stated),-1,-3,-1,-1,7,i,3,-7,9
COC(=O)c1ccc(OCC(O)CN2CCC(C)CC2)cc1 (configuration not stated),nt,-14,0,-6,-13,i,3,-12,4
CC(NS(=O)(=O)c1ccc2c(c1)OCCO2)c1ccccc1 (configuration not stated),-2,3,0,-7,-4,i,-4,-2,7
O=C(NCC1CCCO1)c1ccc2c(c1)S(=O)(=O)c1ccccc1C2=O (configuration not stated),5,-4,0,-10,-2,i,-11,-2,-5
COc1ccc(-c2oc3c(c2C#CC2(O)CCCCC2)C(OC(C)=O)CCC3)cc1 (configuration not stated),3,-1,nt,21,7,i,-1,-4,nt
CNC(=S)N(Cc1cc2cc(C)cc(C)c2[nH]c1=O)C1CCCC1,-1,15,2,10,-2,i,-4,-2,-54
CCN(CC)CCOC(=O)/C=C/c1ccccc1OC,3,7,-1,-10,-11,i,7,1,9
COc1ccc(C(CNC(=O)c2ccc(S(=O)(=O)N(C)C)cc2)N2CCCC2)cc1 (configuration not stated),-2,-5,1,2,-16,i,1,-3,-6
CCC(C)[C@H](NC(=O)NCc1ccco1)C(=O)O (some centres not stated),1,3,0,-8,7,i,-5,-4,1
O=C(CSc1nnc(Cc2ccccc2)n1Cc1ccccc1)NCc1ccco1,0,-4,1,7,30*,i,-7,-4,-17
CCOc1ccc(NC(=S)N/N=C(\C)Cc2ccc(OC)cc2)cc1,0,-7,0,-11,2,i,-5,0,3
Cc1cccc(C(=O)NNC(=O)c2ccccc2C)c1,-1,-10,3,-11,7,i,-4,-3,-6
CCN(CC)S(=O)(=O)c1ccc(N2CCN(c3cccc(OC)c3)CC2)c([N+](=O)[O-])c1,9,-4,0,-16,-2,i,4,-6,-4
NC(=O)COc1ccc(Cc2ncc(C(F)(F)F)cc2Cl)cc1,1,8,2,-6,-4,i,8,-9,-4
CC(NC(=O)Cc1ccccc1)C(c1ccccc1)N1CCOCC1 (configuration not stated),-3,10,1,-5,-8,i,-8,-7,2
Cc1c(NC(=O)CSc2nnc(C(C)N(C)C)n2-c2ccccc2)c(=O)n(-c2ccccc2)n1C (configuration not stated),1,3,3,-6,-1,i,-2,-7,-13

# Rewritten field by field: entries from further up
CC(NS(=O)(=O)c1ccc2c(c1)OCCO2)c1ccccc1 (configuration not stated)
  MT1-MMP act inh: -2
  SKN-1 inh: 3
  Rin1 Abl inh: 0
  FAS TE block: -7
  CendR NRP1 mod: -4
  Neddyl block: i
  E coli Lon inh: -4
  bovine MsrA act: -2
  PABP1 MLLE inh: 7

O=C(NCC1CCCO1)c1ccc2c(c1)S(=O)(=O)c1ccccc1C2=O (configuration not stated)
  MT1-MMP act inh: 5
  SKN-1 inh: -4
  Rin1 Abl inh: 0
  FAS TE block: -10
  CendR NRP1 mod: -2
  Neddyl block: i
  E coli Lon inh: -11
  bovine MsrA act: -2
  PABP1 MLLE inh: -5

# Nothing new here: an excerpt of the list.
SMILES,MT1-MMP act inh,SKN-1 inh,Rin1 Abl inh,FAS TE block,CendR NRP1 mod,Neddyl block,E coli Lon inh,bovine MsrA act,PABP1 MLLE inh
COC(=O)c1ccc(OCC(O)CN2CCC(C)CC2)cc1 (configuration not stated),nt,-14,0,-6,-13,i,3,-12,4
CC(NS(=O)(=O)c1ccc2c(c1)OCCO2)c1ccccc1 (configuration not stated),-2,3,0,-7,-4,i,-4,-2,7
O=C(NCC1CCCO1)c1ccc2c(c1)S(=O)(=O)c1ccccc1C2=O (configuration not stated),5,-4,0,-10,-2,i,-11,-2,-5
COc1ccc(-c2oc3c(c2C#CC2(O)CCCCC2)C(OC(C)=O)CCC3)cc1 (configuration not stated),3,-1,nt,21,7,i,-1,-4,nt
CNC(=S)N(Cc1cc2cc(C)cc(C)c2[nH]c1=O)C1CCCC1,-1,15,2,10,-2,i,-4,-2,-54

# (cont.)
SMILES,MT1-MMP act inh,SKN-1 inh,Rin1 Abl inh,FAS TE block,CendR NRP1 mod,Neddyl block,E coli Lon inh,bovine MsrA act,PABP1 MLLE inh
N#C/C(=C\c1cn(CCOc2ccccc2F)c2ccccc12)C(=O)NCc1cccs1,1,-2,0,15,-15,i,-9,-2,5
Cc1ccccc1-c1noc(CCC(=O)NCCc2ccccc2)n1,1,6,1,2,7,i,2,-1,3
COc1ccccc1CC(=O)Nc1ccc2[nH]ncc2c1,-1,16,-3,-8,10,i,1,0,15
CN(C)C(=O)CSc1nc2cc(S(=O)(=O)N3CCOCC3)ccc2o1,-1,-4,1,-6,-4,i,-7,-2,28
COc1ccccc1CNC(=O)CN1C(=O)NC(C)(c2ccc(C(C)(C)C)cc2)C1=O (configuration not stated),-1,-1,2,11,-2,i,1,-1,4
CC(C)(C)NC(=O)C(c1ccccn1)N(C(=O)C1CSC(=O)C1)c1cccc(F)c1 (configuration not stated),-6,-11,3,0,14,i,16,-1,3
O=C(Cn1cnc2ccccc2c1=O)Nc1nnc(SCc2ccc(Cl)cc2)s1,-1,-12,1,-2,-3,i,9,-8,-4
CC1CCc2nn(CC(=O)NCCN3CCOCC3)cc2C1 (configuration not stated),2,12,-2,-4,-8,i,5,-3,-2
Cc1ccc(-n2c(C)cc(C(=O)OCC(=O)N(CC(C)C)C3CCS(=O)(=O)C3)c2C)cc1 (configuration not stated),-1,15,-2,5,15,i,5,0,-7
O=C1NC(c2ccc(F)cc2)Oc2ccccc21 (configuration not stated),-2,-1,-3,-4,-4,i,-7,-1,4
O=C(NC(O)C(=O)c1ccc(F)cc1)c1ccc(F)cc1 (configuration not stated),0,-11,1,-7,3,i,-10,-9,1
CC1(C(=O)Nc2cccc(C#N)c2)CCN1C(=O)CCc1ccccc1 (configuration not stated),0,5,3,45,-16,i,0,1,-15
C=CCc1c(C)nc(SCC(=C)C)[nH]c1=O,3,18,-4,-4,3,i,-6,0,-2
O=C(CN1C(=O)c2ccccc2S1(=O)=O)c1ccc(O)c(O)c1,4,-1,1,-2,-47,i,4,-3,10
O=C(NCC1CCCCC1)c1ccc(Cl)nc1,-6,4,2,-4,1,i,11,-6,0
Cc1ccc(-c2cc(C(F)(F)F)n3nc(C(=O)NCCCn4ccnc4)cc3n2)cc1C,11,-1,-4,-19,-6,+,-7,-2,-3
CCOC(=O)CSC1=C(C#N)C(c2sccc2C)C(C(C)=O)=C(C)N1 (configuration not stated),1,10,-1,11,7,i,6,-1,-34
CCOc1cc(C2Nc3ccccc3NC3=C2C(=O)CC(C)(C)C3)ccc1O (configuration not stated),-2,5,0,-3,9,i,-19,-4,11
Fc1ccccc1NC(=S)N1CCN(c2ccccn2)CC1,4,1,0,-4,-2,i,-2,-3,-60
Cc1ccccc1NC(=O)C(NC1CCCCC1)C(C)C (configuration not stated),2,2,1,-2,-18,i,-6,-3,6
CCC(=O)Nc1nnc(SCC(=O)NC2CCCC2)s1,-4,1,4,-1,-2,i,1,-1,-8
CC(=O)c1ccc(OCCCC(=O)Nc2cc(Cl)ccc2-n2cncn2)cc1,-1,-8,4,0,14,i,0,-4,7
CCn1cc(C(=O)N2CC(C)CC(C)C2)c(=O)c2cc(S(=O)(=O)N3CCCC3)ccc21 (configuration not stated),-3,1,0,1,-13,i,-6,-4,7
O=C(CN1CCN(Cc2ccccc2)CC1)NCc1ccc(Cl)cc1,2,15,-2,1,-8,i,-2,-4,5
CN(C)S(=O)(=O)c1ccc(C(=O)Oc2ccccc2)cc1,4,2,0,6,0,i,-5,-11,8
O=C(O)c1cccc2c1C(=O)N(C1CCCC1)C2,3,-4,-1,-7,-8,i,-3,-5,1
Cc1ccc(-n2c(SCC(N)=O)nnc2-c2cnccn2)cc1,0,-6,-1,-5,9,i,-5,1,5
C/C(=N\Nc1ccccc1C(=O)O)c1ccncc1,-6,3,2,-1,-10,i,-4,-13,-10
